POLI inh = DNA polymerase iota (human) inhibition; Q9UNA4; Pol iota fluorescent replication assay, 10 min; Potency, µM (doses to about 115 µM), inactives show top-dose activity, negative = inhibition, hits mostly inhibitors; actives 1% (n = 390,000); also: potency is read from the fitted curve at half-maximal effect
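Pol iota at 10 nM preincubated 15 min with compounds at room temperature; reaction started with fluorescent substrate, 50 nM final. Fluorescence read kinetically at 0 and 10 min; buffer-only wells as negative control.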
ERG Ets-DNA blk = inhibitors of human ERG Ets domain-DNA interaction | fluorescence polarization, His-ERG Ets domain / labelled DNA | Potency, µM (titrated, usually from 76.9 µM), without a hit: at the highest dose FP activity, negative = inhibition, actives largely listed as inhibitors | AID 624246 | P11308 | actives 0.028% (n = 370,000); active = well fitted inhibition curve with a large enough effect in the polarisation, with a control signal flat; inconclusive = small, poorly fitted or top-dose-only effect, or effect the other way, or a change in a side signal; inactive = no such curve, though single readings can be large or run the other way; the % refers to the polarisation;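 also: polarization taken with two DNA probes labelled with fluorescein and Texas red; potency is read from the fitted curve at half-maximal effect; % of control where 0% means no effect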
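His-tagged ERG Ets domain (1 uM in the protein solution; 300mM KCl, 50mM Tris-HCl, 1mM EDTA, 1mM DTT, pH 7.5) received compound, then a probe mix of 5 nM fluorescein-DNA and 100nM Texas-615-DNA. Fluorescence polarization was read for both dyes.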
12-LOX inh = blocks human arachidonate 12S-lipoxygenase | P18054 | purified 12hLO, xylenol orange hydroperoxide absorbance | Potency, µM (doses to about 108 µM), for inactives: at the top dose activity change, negative = inhibition, usual class: inhibitors | actives 1.1% (n = 580,000); also: potency is read from the fitted curve at half-maximal effect; % is scaled to controls: 0 for no effect and ±100 for the full control effect
Target sequence (P18054 whole entry, looked up): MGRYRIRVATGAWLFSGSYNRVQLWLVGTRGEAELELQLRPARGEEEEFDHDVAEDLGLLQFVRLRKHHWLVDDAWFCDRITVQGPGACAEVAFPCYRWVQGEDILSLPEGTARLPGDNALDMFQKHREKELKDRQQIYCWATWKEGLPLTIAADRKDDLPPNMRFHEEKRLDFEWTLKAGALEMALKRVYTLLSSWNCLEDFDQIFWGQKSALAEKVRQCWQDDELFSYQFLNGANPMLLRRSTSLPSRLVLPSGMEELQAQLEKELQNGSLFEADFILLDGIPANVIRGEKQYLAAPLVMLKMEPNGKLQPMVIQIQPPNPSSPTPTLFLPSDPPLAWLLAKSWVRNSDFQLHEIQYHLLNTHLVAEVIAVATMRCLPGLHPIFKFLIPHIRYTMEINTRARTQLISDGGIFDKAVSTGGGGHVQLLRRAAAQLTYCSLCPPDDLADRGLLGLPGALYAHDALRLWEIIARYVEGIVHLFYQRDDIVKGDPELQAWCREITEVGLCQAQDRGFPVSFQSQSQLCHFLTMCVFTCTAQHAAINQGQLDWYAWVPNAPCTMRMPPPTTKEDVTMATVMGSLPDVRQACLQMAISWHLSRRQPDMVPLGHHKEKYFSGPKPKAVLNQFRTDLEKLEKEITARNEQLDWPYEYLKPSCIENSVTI
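Hydroperoxide product was detected by ferrous iron/xylenol orange as the 573 to 405 nm absorbance ratio. Arachidonic acid at 40 uM (final) was turned over for 30 min at room temperature by 150 nM human 12hLO, pH 7.0 Hepes buffer, after 15 min compound preincubation.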
Pol kappa inh = blocks human DNA polymerase kappa activity. AID 588579. Q9UBT6. actives 0.53% (n = 400,000). Potency, µM (series often up to 107 µM), for the others: at the top dose activity, negative = inhibition, usual class: inhibitors. purified Pol kappa, fluorescent DNA synthesis assay, 10 min; also: potency is read from the fitted curve at half-maximal effect; % is scaled to controls: 0 for no effect and ±100 for the full control effect
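50 nM final substrate added after 15 min RT preincubation of 10 nM Pol kappa with compound; fluorescence read at 0 and 10 min.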
Apoferritin bind = binds horse apoferritin like a general anesthetic. P02791. apoferritin/1-aminoanthracene competitive binding, fluorescence. Potency, µM (top dose mostly 77.5 µM), without a hit: top-dose activity change, negative = displacement, hits mostly inhibitors. actives 0.074% (n = 350,000); also: potency is read from the fitted curve at half-maximal effect; % is scaled to controls: 0 for no effect and ±100 for the full control effect; nearly all actives have a fitted effect of over 20% in size
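Probe: 1-aminoanthracene (50% saturated, PBS). Protein: horse-spleen apoferritin, 10 uM. Incubation: 10 min, room temperature. Detection: 380 nm excitation, 535 nm emission. Analysis: normalized response, four-parameter Hill.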
BLM inh = blocks DNA unwinding by human BLM helicase; P54132; actives 0.2% (n = 350,000); Potency, µM (series often up to 56.1 µM), inactives show at the highest dose activity change, negative = inhibition, most hits filed as inhibitors; recombinant BLM DNA unwinding, fluorescence dequenching;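 also: potency is read from the fitted curve at half-maximal effect; plate controls were vehicle for no effect and no enzyme for full effect; nearly all actives have a fitted effect of over 35% in size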
Pol beta inh = DNA polymerase beta (human) inhibition. Potency, µM (doses to about 114 µM), inactives show top-dose activity change, negative = inhibition, most hits filed as inhibitors. Pol beta primer extension/strand displacement, fluorescence kinetic. actives 1.3% (n = 340,000). P06746; also: potency is read from the fitted curve at half-maximal effect; % is scaled to controls: 0 for no effect and ±100 for the full control effect
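Human Pol beta at 10 nM; strand-displacement substrate 50 nM final. Compound exposure 15 min at room temperature before start, reaction 10 min at room temperature.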
TRHR ag = activates the human TRH receptor. P34981. TRHR cells, calcium flux fluo-8, FDSS agonist mode. activation, % at 2 µM. actives 0.18% (n = 360,000); in the data active = activation above about 30%; also: 0% is about no effect
Target sequence (P34981 whole entry, looked up): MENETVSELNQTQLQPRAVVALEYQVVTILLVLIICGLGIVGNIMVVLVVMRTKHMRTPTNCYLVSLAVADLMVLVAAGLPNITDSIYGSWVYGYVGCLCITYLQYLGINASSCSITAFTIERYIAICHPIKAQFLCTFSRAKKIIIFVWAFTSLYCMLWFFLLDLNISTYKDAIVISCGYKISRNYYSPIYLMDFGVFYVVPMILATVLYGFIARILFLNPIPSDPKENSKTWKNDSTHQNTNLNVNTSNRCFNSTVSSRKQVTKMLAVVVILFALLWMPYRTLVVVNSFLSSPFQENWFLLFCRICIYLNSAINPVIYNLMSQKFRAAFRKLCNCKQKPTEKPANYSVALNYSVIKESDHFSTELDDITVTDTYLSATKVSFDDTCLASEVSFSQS
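Steps: seed TRHR cells overnight; add fluo-8 no-wash Ca dye, RT 30 min–1.5 h; record 10 s baseline; pin-transfer compounds; monitor fluorescence 1 cycle/s for the agonist window. Calcium increases flag candidate agonists.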
APE1 inh = inhibitors of human APE1 endonuclease; AID 2517; actives 0.35% (n = 350,000); Potency, µM (series often up to 65.8 µM), inactives show at the top dose activity change, negative = inhibition, actives largely listed as inhibitors; recombinant APE1, TAMRA/BHQ-2 abasic DNA cleavage fluorescence;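 also: potency is read from the fitted curve at half-maximal effect; plate controls were vehicle for no effect and reference inhibitor for full effect; nearly all actives have a fitted effect of over 55% in size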
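Step 1: APE1 (0.75 nM) with compound, 15 min RT. Step 2: add 50 nM fluorophore/quencher THF duplex. Step 3: three fluorescence reads 60 s apart (525/598 nm); read 3 minus read 1 = reaction progress.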
Numbers without * were called inactive; ? = inconclusive; nt = not tested or not shown; & = joins results of further samples; [ ] = remark or other dose. Unless noted, calls follow the shape of the dose curve; as a rule, active = well fitted curve in the direction sought with a large enough effect; inconclusive = small, poorly fitted or top-dose-only effect, or another doubt; inactive = no such curve, though single readings can be large; an effect the other way counts as inactive or inconclusive. These rows are one share of the data; rates above refer to the full screens.

SMILES	POLI inh	ERG Ets-DNA blk	12-LOX inh	Pol kappa inh	Apoferritin bind	BLM inh	Pol beta inh	TRHR ag	APE1 inh
CC1=CS/C(=C(/C#N)C(=O)N2CCOCC2)N1c1ccccc1	-6%	10%	12%	-5%	-8%	-3%	25%	0.9	20%
C=C(C)C1CC=C(C)/C(=N/NC(=O)COc2ccc(C)cc2)C1 (stereo not drawn)	1%	-2%	2%	-7%	4%	-5%	-3%	-0.3	3%
Cc1ccc(NC(=O)COC(=O)C2=NNC(=O)CC2)c(Br)c1	-13%	1%	41%	0%	nt	nt	nt	nt	17%
CCOC(=O)Nc1ccc(C)cc1Br	8%	-14%	-7%	0%	-23%	-2%	23%	0.1	-3%
CCOc1ccc(-c2cc(CCCC(=O)NCCC(C)C)no2)cc1	28%	2%	-11%	2%	-12%	-2%	41%	-0.8	17%
CCCCOC(=O)c1ccc(NC(=O)Cc2coc3c(C)c(C)ccc23)cc1	3%	-4%	-20%	3%	-20%	-8%	8%	4.5	nt
Cc1ccc(C)c(NS(=O)(=O)c2ccc(OCC(=O)N3CCCC3)cc2)c1	11%	-6%	15%	-10%	-5%	-1%	19%	-0.4	0%
Cc1ccc(NC(=O)CSc2nc3nccnc3c(=O)n2CCc2c[nH]c3ccccc23)cc1C	-13%	-11%	-22%	-15%	-5%	1%	2%	0.1	nt
Cc1ccc(C(C(=O)NC2CCCC2)N(C(=O)CCC(=O)Nc2cc(C)on2)c2ccccc2)cc1 (stereo not drawn)	-15%	-5%	-23%	8%	-7%	3%	-3%	0.0	2%
CCN1CCN(CCOCCOc2ccccc2)CC1	-1%	-1%	?	-17%	-2%	-11%	-3%	-0.5	-6%
CC(C)(C)C1CCc2c(sc(NC(=O)c3cc4ccccc4c(=O)o3)c2C(N)=O)C1 (stereo not drawn)	2%	-1%	-2%	-9%	0%	-5%	-2%	0.2	nt
CC(C)(C)C(C(=O)n1cccc1C#N)c1ccccc1 (stereo not drawn)	17%	0%	-2%	-23%	nt	nt	nt	0.0	-6%
CN(C)CC1C2CCC(C2)C1O (stereo not drawn)	7%	-7%	-19%	-3%	nt	nt	nt	nt	nt
N#CC1(Nc2ccccc2)C(=O)Nc2ccccc21 (stereo not drawn)	16%	-1%	?	7%	-7%	-1%	10%	-0.3	-1%
O=C(O)CCCCCNc1nc(-c2ccccc2)nc2ccccc12	2%	21%	0%	4%	0%	-1%	0%	0.7	4%
O=C(NCCN1CCCCC1)c1ccc(Cn2c(SCc3ccc(F)cc3)nc3cccnc32)cc1	19%	1%	0%	6%	-4%	-2%	26%	0.0	nt
O=C(NCCCN1CCOCC1)c1cccc(NS(=O)(=O)c2ccc(Br)cc2)c1	5%	2%	-54%	2%	nt	nt	nt	0.2	-2%
CC1CCCC(NC(=O)COC(=O)/C=C/c2ccc(F)cc2)C1C (stereo not drawn)	24%	-6%[15.4 µM]	-2%	0%	nt	nt	nt	nt	17%
COC(=O)c1ccc(COc2ccc(C=O)cc2)o1	39%[activator]	2%	13%	-5%	5%	-1%	59%	-0.1	-1%
CCOC(=O)N1CCN(Cc2c(F)cccc2Cl)CC1	23%	8%	?	-1%	-8%	0%	-18%	0.1	0%

Compound profiles, from the list above. Values in the order: POLI inh, ERG Ets-DNA blk, 12-LOX inh, Pol kappa inh, Apoferritin bind, BLM inh, Pol beta inh, TRHR ag, APE1 inh
Listed for `COC(=O)c1ccc(COc2ccc(C=O)cc2)o1` = 39%[activator], 2%, 13%, -5%, 5%, -1%, 59%, -0.1, -1%
Listed for `CC(C)(C)C1CCc2c(sc(NC(=O)c3cc4ccccc4c(=O)o3)c2C(N)=O)C1` (stereo not drawn) = 2%, -1%, -2%, -9%, 0%, -5%, -2%, 0.2, nt

Next section.
SMILES	POLI inh	ERG Ets-DNA blk	12-LOX inh	Pol kappa inh	Apoferritin bind	BLM inh	Pol beta inh	TRHR ag	APE1 inh
O=C(CCc1ccccc1)N/N=C/c1cccc([N+](=O)[O-])c1	15%	6%	-8%	8%	?	0%	30%	3.9	3%
O=C(NCCCn1cccn1)C1CCC(=O)N(CCc2ccccc2)C1 (stereo not drawn)	16%	-12%	-18%	4%	-5%	0%	-25%	-0.2	44%[activator]
O=C(NCC(=O)N1CCN(c2ccccc2)CC1)c1ccccc1	-13%	-9%	nt	-3%	-5%	-2%	24%	-0.9	7%
COc1cc2c(cc1OC)C(C(=O)Nc1ccc(F)c(Cl)c1)CC(=O)N2 (stereo not drawn)	-19%	0%	-13%	-1%	43%[activator]	-3%	8%	0.1	36%[activator]
COc1ccc(Cl)cc1NC(=O)CN(C)C(=O)C1COc2ccccc2O1 (stereo not drawn)	-14%	13%[15.4 µM]	193%[activator]	-5%	nt	nt	nt	nt	12%
CCOc1ccccc1NC(=O)CNC(=O)c1nn(-c2ccc(OC)c(OC)c2)c(=O)c2ccccc12	-5%	-4%	-2%	0%	-4%	-9%	28%	-0.6	28%
CNC(=O)c1c(NC(=O)c2ccco2)sc(C)c1C	6%	24%	3%	-13%	nt	nt	nt	-1.4	-7%
O=C(NCc1cccc(F)c1)c1ccc(N2C(=O)Cn3c(cc4sccc43)C2=O)cc1	162%[activator]	13%	-2%	-11%	-19%	-2%	17%	0.8	1%
Cn1ncc(SCc2ccccc2)c(Cl)c1=O	62%[activator]	-3%	?	-6%	?	0%	-2%	-1.4	-1%
CCc1ccccc1NC(=O)Nc1ccc(F)cc1	16%	3%	1%&0%	-5%	-3%	-4%	17%	0.4	12%
CCN1CCN(c2ccc(N=Cc3ccccc3O)cc2)CC1	-13%	-4%	-22%	-5%	-7%	-4%	26%	0.5	0%
CCN(C(=O)/C=C/c1ccc(OC)cc1)C1CCCCC1	117%[activator]	-15%	29%	?	?	-3%	60%	0.0	1%
Cc1sc2nc3n(c(=O)c2c1C)CCCS3	0%	-5%	0%	4%	4%	1%	-5%	0.9	-1%
COc1ccc(/C=C(\C#N)c2nc(-c3cc4ccccc4oc3=O)cs2)cc1OC	0%	-2%	1%	-8%	1%	1%	0%	-0.4	nt
COc1ccc(S(=O)(=O)N(C)CC(=O)N2CCC(C(N)=O)CC2)cc1Cl	18%	-2%	0%	-6%	4%	-3%	-21%	1.8	-1%
Cc1ccc(S(=O)(=O)N2CCC(C(=O)N[C@H](C(=O)NC3CCS(=O)(=O)C3)C(C)C)CC2)cc1 (stereo partly drawn)	-5%	2%	381%[activator]	-6%	-9%	-7%	-16%	-0.1	0%
Cc1ccc(C(=O)Nc2ccc(N3CCN(C)CC3)cc2)cc1	8%	7%	?	2%	-7%	2%	24%	0.1	3%
CC(C)(CO)NCC(=O)Nc1cc(C(F)(F)F)cc(NC(=O)CNC(C)(C)CO)c1Cl	-10%	1%	1%	4%	-3%	4%	-2%	0.0	4%
C/C(=N\NC(=O)c1ccccc1C)c1ccc(NC(=O)c2cccs2)cc1	22%	-8%	-3%	-6%	-19%	2%	3%	-0.1	-2%
Cc1ccc(CC(=O)OC(C)C(=O)NC2CCCCC2C)cc1C (stereo not drawn)	-3%	-7%	163%[activator]	-7%	nt	nt	nt	0.6	-22%
CCN(CC)S(=O)(=O)c1ccc(Cl)c(C(=O)OCC(=O)c2c(N)n(C)c(=O)n(C)c2=O)c1	29%	8%	5%	-31%	?	-8%	22%	0.5	-5%
O=C(CCN1CCc2ccccc2C1)Nc1ccc2c(c1)OCO2	26%	3%	0%	-4%	-2%	2%	-29%	-1.4	0%
Cn1ncc(Cl)c(Oc2ccccc2)c1=O	?	-12%	7%	-7%	-13%	-1%	28%	0.2	13%
COc1ccc(OC)c(NC(=O)CS(=O)(=O)Cc2ccccc2)c1	23%	-20%	20%	4%	2%	-1%	5%	0.1	-3%
COCCN1C2=C(C(=O)CC(C)(C)C2)C(c2ccc(O)c(OC)c2)C2=C1CC(C)(C)CC2=O	-4%	10%	-26%	-1%	-10%	-3%	33%	0.3	15%
O=C(CN1C(=O)NC(CCc2ccccc2)C1=O)Nc1cccc(Br)c1 (stereo not drawn)	46%[activator]	-4%	-27%	-8%	nt	nt	nt	nt	41%
CS(=O)(=O)N1CCN(C(=O)C2c3ccccc3Oc3ccccc32)CC1	?	1%	0%	1%	1%	-5%	4%	-0.2	5%
CCOc1ccccc1NC(=O)c1cccc2ccccc12	110%[activator]	-2%	0%	-9%	-22%	-6%	11%	-0.1	3%
Cc1ccc2nc(-c3ccc4c(c3)NC(=O)CO4)cn2c1	31%[activator]	6%	0%	1%	0%	-2%	-1%	0.2	-2%
CCn1ccc2cc(S(=O)(=O)N3CCCN(C(=O)Nc4cccc(Cl)c4)CC3)ccc21	1%	-2%	-7%	-1%[60.1 µM]	4%	-6%	-26%	-0.3	nt
Cc1ccc(NC(=O)CN2CCN(S(=O)(=O)c3ccc(F)cc3)CC2)cc1C	1%	8%	-6%	-8%	nt	nt	nt	0.8	28%
CCOC(=O)c1ccc(NC(=S)N2CCN(S(C)(=O)=O)CC2)cc1	7%	-5%	-1%	-10%	-5%	-2%	17%	0.6	0%
COc1ccc(-c2cc3ccc(O)c(CN4CCN(CCO)CC4)c3oc2=O)cc1OC	5%	4%	15%	-11%[60.1 µM]	nt	3%	-1%	2.4	nt
CCOc1cccc(CNc2ccc(O)cc2)c1OCc1ccccc1Cl	8.9µM*	?	363%&6%[activator]	-24%&-8%	?	?	-9%&15%	6.0&-0.5	1%
COc1ccc(CCN(C)C(=O)CCc2nnc(-c3ccccc3)o2)cc1OC	18%	0%	-14%	-17%	-8%	4%	4%	-1.7	-10%
CC1=C(C(=O)OC(C)C)C(c2ccccn2)n2ncnc2N1 (stereo not drawn)	7%	-9%	-1%[57.4 µM]	-1%	-4%	-2%	8%	0.3	3%
CCOC(=O)CNC(=O)CSc1ccc2nnc(-c3cccnc3)n2n1	108%[activator]	5%	-13%	-13%	-2%	-2%	6%	0.6	1%

Screening results as filed in PubChem.
